Bioassay records deposited in PubChem by Emory University Molecular Libraries Screening Center.
EP2 mod: modulates human prostaglandin E2 receptor EP2 signaling; P43116; EP2-expressing cells, cAMP HTRF FRET, PGE2 co-stimulation; induction, % at 25 µM; actives 0.83% (n = 260,000); AID 940;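 active = compounds whose cAMP rise, as percent of the full-agonist control response, exceeds 60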;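 note: rat C6 glioma line stably carrying human EP2 under a CMV promoter; the protocol text gives 20 µM as final concentration; 100% = response of wells given 1 µM PGE2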
Target sequence (P43116 whole entry, looked up): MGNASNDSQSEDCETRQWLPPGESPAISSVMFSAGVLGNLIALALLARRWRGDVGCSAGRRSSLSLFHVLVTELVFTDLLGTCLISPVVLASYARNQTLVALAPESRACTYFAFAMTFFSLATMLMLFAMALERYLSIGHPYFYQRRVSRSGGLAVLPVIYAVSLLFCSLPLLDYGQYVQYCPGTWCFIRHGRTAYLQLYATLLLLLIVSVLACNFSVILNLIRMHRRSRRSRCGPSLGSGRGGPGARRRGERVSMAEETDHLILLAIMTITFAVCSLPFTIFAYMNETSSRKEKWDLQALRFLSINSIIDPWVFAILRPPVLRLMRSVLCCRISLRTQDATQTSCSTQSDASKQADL
Starred values were filed as active, the others as inactive. These rows are one share of the data; rates above refer to the full screens.

no.	EP2 mod	Compound
1	-109	NC(=O)c1cc(-c2cccc(Cl)c2)no1
2	-6	CC(C(=O)O)c1ccc2c(c1)[nH]c1ccc(Cl)cc12 (stereo not drawn)
3	-74	Cc1cc2cc(CN(CCCO)C(=O)Nc3ccc(F)cc3)c(=O)[nH]c2cc1C
4	78*	Nc1sc2c(c1C(=O)c1ccc(Br)cc1)CCC2
5	-14	COc1ccccc1NC(=S)N(CCCO)Cc1cc2c(C)cc(C)cc2[nH]c1=O
6	-10	Cc1nn(C(=O)c2nn(C)cc2I)c(C)c1Cl
7	-19	COc1ccc(NC(=O)Cn2cnc3c2c(=O)n(C)c(=O)n3C)cc1Cl
8	9	Cc1ccccc1NC(=O)CCN1CCOCC1
9	-42	Cc1nc(NC(=O)C2CC2)sc1C(=O)Nc1cccc(Cl)c1
10	7	COc1ccc(S(=O)(=O)N(Cc2cc3cc(C)cc(C)c3[nH]c2=O)C2CCCC2)cc1
11	56	CCc1cc2cc3c(cc2nc1SCC(=O)c1ccccc1F)OCO3
12	2	COCCn1nnnc1C(c1ccccc1OC)N1CCC(C(N)=O)CC1 (stereo not drawn)
13	2	O=C(C1CCCC1)N1CCC[C@H]1Cn1nc(-c2ccc(F)cc2)ccc1=O
14	74*	O=c1c(O)c(-c2ccccc2)oc2ccc3occc3c12
15	-33	O=C(CCCSc1nc(-c2ccco2)cc(C(F)(F)F)n1)NCCN1CCOCC1
16	-8	O=C(Cn1c(-c2cccs2)cc2cccnc21)N1CCCC1
17	-141	Nc1ccc2sc(-c3cc(Cl)c(N)c(Cl)c3)nc2c1
18	-42	Cc1cccnc1C1(O)CCN(C(=O)Cn2c3ccccc3c3ccccc32)CC1
19	-38	CCn1c2cc(C)oc2c2cnn(CC(=O)NCCc3ccco3)c(=O)c21
20	6	CC[C@H](Cn1nc(-c2cccs2)ccc1=O)NC(=O)c1ccco1
21	-4	O=C(NC1(c2cccc(F)c2)CCCC1)c1cnsc1
22	-15	O=C(CNS(=O)(=O)c1cccs1)N1CCN(C2CCCCC2)C(=O)C1
23	-43	CCCn1c(COc2ccc(C(=O)O)cc2)nc2ccccc21
24	4	CN1C(=O)C2CCCN2S(=O)(=O)c2ccccc21 (stereo not drawn)
25	1	CCc1ccc(CCC(=O)Nc2ncc(Cc3ccccc3)s2)o1
26	4	CNC(=O)[C@H]1O[C@@H](n2cnc3c(NCc4ccc(N)cc4)ncnc32)C(O)[C@H]1O (stereo partly drawn)
27	9	Cc1cc(C)nc(N2CCC(C(=O)Nc3ccccc3)CC2)n1
28	-58	COCCSc1nnc(NC(=O)c2cc(-c3ccccc3)nc3ccccc23)s1
29	-27	CCc1ccccc1N(CC(=O)NCc1ccco1)C(=O)CCC(=O)Nc1ccccn1
30	3	COc1cc(C2C(C(=O)OC(C)C)=C(C)NC3=C2C(=O)CC(C)(C)C3)ccc1O (stereo not drawn)

Further entries:
no.	EP2 mod	Compound
31	-23	CCc1ccc(N(C(=O)c2csnn2)C(C(=O)NC2CCCC2)c2ccncc2)cc1 (stereo not drawn)
32	-9	OCCCNC(c1ccccc1)c1ccncc1 (stereo not drawn)
33	-42	COc1ccc(NC(=O)c2cn3ccc(C)cc3n2)cc1
34	31	Nc1ncnc2nc(N3CCN(CCO)CC3)[nH]c12
35	-22	COc1ccc(-n2nnnc2SCC(=O)Nc2ccc(N(C)C)cc2)c(OC)c1
36	-8	CC(C)(C)NC(=O)C1CCN(C(=O)NC2CCCCC2)CC1
37	7	CN(C)Cc1cc(C(C)(C)C)ccc1-c1ccc(C(C)(C)C)cc1CN(C)C
38	-52	Cn1c(=O)oc2cc(S(=O)(=O)Nc3ccc(Cl)cc3)ccc21
39	-128	C=CCN1C2CCCC1CC(NC(=O)Nc1cccc(F)c1)C2 (stereo not drawn)
40	-20	OC(CN1CCC(O)(c2ccc3c(c2)OCO3)CC1)c1ccccc1 (stereo not drawn)
41	-34	Cc1nn(CC(=O)N2c3ccc(F)cc3CCC2C)c(=O)c2cc3sccc3n12 (stereo not drawn)
42	-35	Cc1nc2c(c(=O)[nH]1)CCN(Cc1ccc(N3CCCC3)cc1)C2
43	11	Cc1ccc2nc(SCC(=O)Nc3ccccc3Cl)[nH]c2c1
44	19	CCN(CC)c1ccc(CN(Cc2cccnc2)C(=O)c2cc3sccc3n2C)cc1
45	-81	COc1ccc(CNc2c(C(C)Cc3ccc4c(c3)OCO4)nc3cnccn23)cc1 (stereo not drawn)
46	13	N[C@@H](CSCc1ccccc1)C(=O)O
47	-1	Cc1cccc(N(CC(=O)NC2CCCC2)C(=O)c2snc(C(=O)NC3CCCCC3)c2N)c1
48	-58	CCOc1ccc(CNc2nc3ccccc3n2C)cc1
49	-91	O=C(Nc1ccc(S(=O)(=O)N2CCCCC2)cc1)c1cccc(F)c1
50	32	COc1ccc(-n2c(CNc3cccc(C(F)(F)F)c3)n[nH]c2=S)cc1
51	-44	Cc1cc(-c2cnc(C)nc2C2CCCN(C(=O)c3cccnc3)C2)on1 (stereo not drawn)
52	-3	CC[C@@H](C)[C@H]1O[C@]2(CC[C@@H]1C)C[C@@H]1C[C@@H](C/C=C(\C)[C@@H](O[C@H]3C[C@H](OC)[C@@H](O[C@H]4C[C@H](OC)[C@@H](O)[C@H](C)O4)[C@H](C)O3)[C@@H](C)/C=C/C=C3\CO[C@@H]4[C@H](O)C(C)=C[C@@H](C(=O)O1)[C@]34O)O2
53	-65	CCOC(=O)C(=O)Nc1sc(C(=O)Nc2cccc(C)c2C)c(C)c1C(=O)OC
54	1	CCOCCCNc1nc2c(c(=O)[nH]c(=O)n2C)n1Cc1ccccc1
55	10	CC(=O)Nc1ccccc1N1CCCCC1
56	-21	CC1(C)C(=O)NCCN1C(=O)Cn1nc(C(c2ccccc2)c2ccccc2)oc1=O
57	-52	C=C(C)c1cccc(C(C)(C)NC(=O)Nc2cccnc2)c1
58	-31	CC(=O)[C@@]1(N=Nc2ccc(S(N)(=O)=O)cc2)CCOC1=O
59	-7	COc1ccc2c3c(ccc2c1)N[C@H](C(=O)O)CC3
60	-21	COCCOc1cccc(CN2CC(CN3CCOCC3)c3ccccc32)c1 (stereo not drawn)

2 compounds drawn at random from those above, as already listed:
no.	EP2 mod	Compound
32	-9	OCCCNC(c1ccccc1)c1ccncc1 (stereo not drawn)
54	1	CCOCCCNc1nc2c(c(=O)[nH]c(=O)n2C)n1Cc1ccccc1

EP2 mod: entries above that show a hit.
no.	EP2 mod	Compound
4	78*	Nc1sc2c(c1C(=O)c1ccc(Br)cc1)CCC2
14	74*	O=c1c(O)c(-c2ccccc2)oc2ccc3occc3c12

The main list resumes, starting seven compounds before the break.
no.	EP2 mod	Compound
54	1	CCOCCCNc1nc2c(c(=O)[nH]c(=O)n2C)n1Cc1ccccc1
55	10	CC(=O)Nc1ccccc1N1CCCCC1
56	-21	CC1(C)C(=O)NCCN1C(=O)Cn1nc(C(c2ccccc2)c2ccccc2)oc1=O
57	-52	C=C(C)c1cccc(C(C)(C)NC(=O)Nc2cccnc2)c1
58	-31	CC(=O)[C@@]1(N=Nc2ccc(S(N)(=O)=O)cc2)CCOC1=O
59	-7	COc1ccc2c3c(ccc2c1)N[C@H](C(=O)O)CC3
60	-21	COCCOc1cccc(CN2CC(CN3CCOCC3)c3ccccc32)c1 (stereo not drawn)
61	-17	COc1ccc(CCNC(=O)c2c(O)c3ccccc3[nH]c2=O)cc1
62	23	CCCN(C(=O)Cc1cccs1)c1nnc(-c2ccc(C(C)(C)C)cc2)s1
63	17	CCCn1c(SCC(=O)Nc2nnc(C)s2)nc2c1c(=O)n(C)c(=O)n2C
64	2	CCOc1ccc(Nc2c(C)c(C)nc3ncnn23)cc1
65	-25	Cc1cccc(NC(=O)CSc2ccc(Cl)cc2)n1
66	-2	Cn1c(=O)n(Cn2nnc3ccccc32)c2cccnc21
67	14	O=C(NC1(c2ccccc2F)CCCC1)c1cccc2nccnc12
68	-9	Cc1nc(C)n(C(C)CC(=O)NC(C)Cn2nc3c(C)cc4ccccc4n3c2=O)n1 (stereo not drawn)
69	-22	Cc1[nH][nH]c(=O)c1C(c1c(C)[nH][nH]c1=O)c1cn(Cc2ccccc2C#N)c2ccccc12
70	-38	COc1ccc2[nH]c(=O)c(CN(CCCO)C(=S)Nc3ccc(C)cc3)cc2c1
71	20	Cc1cc(C)c2cc(CN(CC3CCCO3)C(=O)Nc3ccc(Cl)cc3)c(=O)[nH]c2c1 (stereo not drawn)
72	4	Cc1ccc2c(c1)C(N1CCN(C)CC1)=Nc1cccnc1N2
73	-19	COc1ccc(C(c2nnnn2Cc2ccc(F)cc2)N2CCN(C3CCCC3)CC2)cc1OC (stereo not drawn)
74	-92	COc1ccc(N2CC(O)=C(c3nc4ccccc4c(=O)[nH]3)C2=N)cc1Cl
75	-20	CCn1cc(S(=O)(=O)NCC(c2ccc3c(c2)OCO3)N(C)C)cn1 (stereo not drawn)
76	8	CC1CCCN(S(=O)(=O)c2ccc(N)cc2)C1 (stereo not drawn)
77	-45	O=C(CCSc1nnc(-c2ccco2)o1)Nc1ccccc1Cl
78	5	Cc1sc2nc(C3CC3)n(C3CCN(C(=O)C4CCCC4)CC3)c(=O)c2c1C
79	1	COCCn1c(SCC(=O)Nc2cccc3ccccc23)nnc1-c1ccoc1C
80	27	Cc1cc(Cc2cc(C)c(N)cc2N)c(N)cc1N
81	17	CCCCCCCCCCCCCc1ccco1
82	-127	O=C(CN1CCN(c2cccc(Cl)c2)CC1)Nc1ccccc1Br
83	14	CC(C)CCCC(C)[C@H]1CCC2C3CC[C@H]4CC(=O)CC[C@]4(C)C3CC[C@@]21C (stereo partly drawn)
84	2	COc1cc(NC(=O)CSc2nnns2)cc(OC)c1
85	20	Cc1ccc(CNC(=O)C(OC(=O)c2cccs2)C(C)C)cc1 (stereo not drawn)
86	-56	Cc1ccc2nc(-c3ccc(SCC(=O)NC4CCCCC4)nc3)[nH]c2c1
87	-4	COc1cc(CN2CCN(C(=O)c3ccc(F)cc3)CC2)cc(OC)c1O
88	24	CCC(c1nnnn1C1CCCC1)N(Cc1ccc(F)cc1)Cc1cc2ccc(OC)cc2[nH]c1=O (stereo not drawn)
89	-84	COc1ccc(Cc2nnc(NC(=O)COc3ccc(Cl)cc3)s2)cc1OC
90	17	Nc1cc(C(=O)O)[nH]c(=O)n1

The listing continues:
no.	EP2 mod	Compound
91	-47	CC(C)(C)C(=O)Nc1nnc(SCC(=O)Nc2ccccc2Cl)s1
92	-37	COC(=O)c1ccc(NC(=O)CSc2nnc3c(n2)[nH]c2ccccc23)cc1
93	5	O=c1[nH]c(O)c(C=NCc2cccc(C(F)(F)F)c2)c(=O)[nH]1
94	18	CCc1nn(CC(=O)N(CC)CC)c(=O)c2cc3occc3n12
95	-19	CCCn1c(SCC(=O)N2CCc3ccccc32)nnc1-c1cccnc1
96	39	Cc1ccc2cc(CN(Cc3cccs3)C(c3nnnn3C3CCCCC3)C(C)C)c(=O)[nH]c2c1 (stereo not drawn)
97	17	Cc1ccc2cc(C(c3nnnn3C3CCCCC3)N3CCCc4ccccc43)c(=O)[nH]c2c1C (stereo not drawn)
98	-18	COc1ccc(C(C)=O)c(O)c1
99	-98	CCn1cc(C(O)CN2CCC3(CC2)CC(O)c2cc(C)ccc2O3)c2ccccc21 (stereo not drawn)
100	-21	COC(=O)c1ccc(-n2nnnc2SCC(=O)Nc2nc3ccccc3s2)cc1
101	1	COc1ccc(S(=O)(=O)N2CCCC(C(=O)N(Cc3cccs3)C3CC3)C2)cc1 (stereo not drawn)
102	-38	COc1ccccc1-n1c(SCC(=O)N2CCCC2)nnc1-c1ccncc1
103	-2	C[C@@H](N1CCOCC1)[C@@](O)(c1ccccc1)c1ccccn1
104	-80	O=C(CSc1ncccc1-c1nc2ccccc2[nH]1)Nc1nccs1
105	-17	CCN(CC)c1ccc(NC(=O)CSc2n[nH]c(C)n2)cc1
106	15	CCOc1ccccc1NC(=O)c1sc(NC(C)=O)c(C(=O)OC)c1C
107	-4	Cc1cc2cc(CN(CCCO)C(=S)NCC3CCCO3)c(=O)[nH]c2cc1C (stereo not drawn)
108	-17	CC(C)n1c(=O)oc2cc(S(=O)(=O)N(Cc3ccccn3)C3CC3)ccc21
109	-57	Cc1ccc(NC(=O)CSc2nnc(CSc3nc(C)cc(C)n3)n2C)c(C)c1
110	-1	O=C(c1cc(F)cc(F)c1)N1CCc2c(nc(N3CCCC3)[nH]c2=O)C1
111	-22	COc1ccc(CNC(=O)CSc2nc3cc(Cl)c(C)cc3cc2C#N)cc1
112	-34	CCOc1ccc(NC(=O)N2CCC(NC(=O)c3ccccc3F)CC2)cc1
113	-125	Cc1ccc2cc(CN(CCN(C)C)C(=O)Nc3ccccc3)c(=O)[nH]c2c1C
114	-6	CCc1[nH]n2c(=O)c(Cl)c(C)nc2c1-c1ccc(OC)cc1
115	9	CC(C)[C@H](N)C(=O)N[C@@H](Cc1c[nH]c2ccccc12)C(=O)O
116	-7	CCc1ccc2[nH]c3nc4ccccc4nc3c2c1
117	-54	CCc1nc2sc3c(c2c2nnc(SCC(=O)Nc4cc(OC)cc(OC)c4)n12)CCCC3
118	19	COC(=O)c1ccc(C2Nc3ccccc3-c3cc(C)nn32)cc1 (stereo not drawn)
119	10	CCNC(=O)c1c(NC(=O)COc2ccc(OC)cc2)sc2c1CCCC2
120	-10	Cc1cccc(CSCc2nc3ccccc3[nH]2)c1

Additional results
no.	EP2 mod	Compound
121	-76	O=C(Cc1n[nH]c(=O)c2ccccc12)N1CCC(n2nnc(-c3ccccc3)n2)CC1
122	-31	CCC(=O)Nc1ccc2c(c1)ncn2C(C)(C)C
123	-61	COc1cccc(-n2nnnc2SCC(=O)Nc2ccc(C)cc2C)c1
124	-37	COc1ccc2[nH]c(=O)c(CN(Cc3cccnc3)Cc3nnnn3Cc3ccco3)cc2c1
125	-47	COC(=O)c1sc2ncn(Cc3cccc4ccccc34)c(=O)c2c1C

Molecules shown so far that contain bromine:
no.	EP2 mod	Compound
4	78*	Nc1sc2c(c1C(=O)c1ccc(Br)cc1)CCC2
82	-127	O=C(CN1CCN(c2cccc(Cl)c2)CC1)Nc1ccccc1Br
